TLR9-MyD88 inh = blocks human TLR9 binding to MyD88 | Q9NR96+Q99836 | CHO BLA complementation TLR9-MyD88, CCF4 FRET ratio | inhibition, % at 4.98 µM | 340,000 compounds, 0.21% hits | AID 504734;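 active = inhibition above the mean over all tested compounds plus 3 SD, cut at about 21% in these data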;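 also: 0% = DMSO only wells and 100% = clavulanate BLA inhibitor control wells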
NCOA2 inhibitor = human SRC2 (NCOA2) inhibition; Q15596; HEK293 GAL4-SRC2 luciferase reporter, luminescence; inhibition, % at 9 µM; 370,000 compounds, 0.17% hits; AID 651957;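 active = inhibition above the mean inhibition of all tested compounds plus 3 SD, set per campaign, cut at about 52% in these data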;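 also: 0% = DMSO treated cells and 100% = cells given Gossypol at 36 µM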
LRH-1 inv ag = inverse agonists of human LRH-1 (NR5A2) | AID 602396 | inhibition, % at 3.6 µM | HEK293T StAR-luciferase reporter, LRH-1 transfected, 24 h | O00482 | 360,000 compounds, 0.13% hits;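 active = inhibition above the mean inhibition of all tested compounds plus 3 SD, cut at about 73% in these data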;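 also: 0% = DMSO wells and 100% = reporter-only cells lacking LRH-1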
ABHD5 PLIN5 PPI = inhibitors of human ABHD5-perilipin-5 interaction; Split G. princeps luciferase complementation, luminescence, 4 h; inhibition, % at 4 µM; 360,000 compounds, 0.78% hits; AID 602281;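 active = inhibition above the mean inhibition across every tested compound plus 3 SD, cut at about 22% in these data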;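 also: 0% = DMSO only wells and the 100% control is not disclosed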
Target sequence (Q00G26 whole entry, looked up): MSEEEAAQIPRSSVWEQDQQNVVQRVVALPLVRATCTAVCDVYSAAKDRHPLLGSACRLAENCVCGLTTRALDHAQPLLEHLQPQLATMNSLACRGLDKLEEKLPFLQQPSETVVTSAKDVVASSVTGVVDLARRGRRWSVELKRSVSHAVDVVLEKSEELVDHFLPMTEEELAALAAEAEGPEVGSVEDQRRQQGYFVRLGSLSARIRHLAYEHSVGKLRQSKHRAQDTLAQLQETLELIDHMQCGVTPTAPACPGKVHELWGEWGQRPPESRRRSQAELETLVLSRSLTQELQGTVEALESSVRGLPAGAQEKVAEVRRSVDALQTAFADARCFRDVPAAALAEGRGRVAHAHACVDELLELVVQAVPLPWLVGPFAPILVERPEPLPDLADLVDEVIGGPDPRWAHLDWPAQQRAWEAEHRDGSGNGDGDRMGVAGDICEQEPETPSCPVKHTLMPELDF
Target sequence (Q8WTS1 whole entry, looked up): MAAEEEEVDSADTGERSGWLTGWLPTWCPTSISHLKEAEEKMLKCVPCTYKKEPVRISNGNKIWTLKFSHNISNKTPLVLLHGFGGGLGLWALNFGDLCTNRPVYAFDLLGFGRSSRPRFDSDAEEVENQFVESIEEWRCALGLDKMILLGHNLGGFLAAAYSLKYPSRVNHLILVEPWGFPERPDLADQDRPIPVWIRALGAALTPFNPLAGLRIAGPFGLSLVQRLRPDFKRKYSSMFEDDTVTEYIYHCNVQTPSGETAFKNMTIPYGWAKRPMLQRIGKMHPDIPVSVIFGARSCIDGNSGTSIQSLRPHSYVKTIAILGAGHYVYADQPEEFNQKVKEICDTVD
Exocytosis inh = lytic granule exocytosis inhibition. TALL-104 LAMP-1 surface exposure, flow cytometry; cells stimulated with thapsigargin and PMA. AID 651702. 360,000 compounds, 0.66% hits. inhibition, % at 10 µM;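 active = inhibition above about 55%, limit read from the data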
NCOA1 inh = inhibitors of human steroid receptor coactivator 1 (SRC1). 360,000 compounds, 0.12% hits. Q15788. HEK293 GAL4-SRC1 luciferase reporter, luminescence. inhibition, % at 3.6 µM;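 active = inhibition above the campaign mean plus 3 SD, with each screening campaign given its own cutoff, cut at about 60% in these data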;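 also: 0% = DMSO treated cells and 100% = gossypol at 36 µM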
SRC3 inh = inhibits human SRC3 coactivator; inhibition, % at 3.6 µM; 360,000 compounds, 0.17% hits; AID 588352; HEK293 GAL4-SRC3 luciferase reporter, luminescence;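 active = inhibition above a per-campaign cutoff, the mean of all compounds plus 3 SD, cut at about 60% in these data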;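 also: 0% = DMSO-treated cells and 100% = gossypol-treated cells at 36 µM; higher means less SRC3-driven luciferase light from the GAL4 reporter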
TROY signal inh = inhibitors of TROY-dependent NF-kB signaling; 360,000 compounds, 0.98% hits; Q293 LMP1-TROYcd NF-kB luciferase reporter, 4 h; inhibition, % at 10 µM;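 active = compounds whose plate-normalised and pattern-corrected inhibition of the luciferase reporter signal at the single screening dose is 50% or more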
TWEAK-Fn14 inh = inhibitors of TWEAK-Fn14 interaction signaling. AID 1159606. inhibition, % at 10 µM. TWEAK-stimulated Fn14 reporter cells, luciferase luminescence, 8 h. 360,000 compounds, 2% hits; in the data active = inhibition above about 50%
NR2F2 inh = inhibitors of human COUP-TFII (NR2F2); 370,000 compounds, 0.7% hits; inhibition, % at 8.6 µM; HEK293T NGFI-A luciferase reporter, luminescence; P24468;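 active = inhibition above a per-plate cutoff, mean inhibition of test wells between control levels plus 3 SD, cut at about 38% in these data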;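 also: cells cotransfected with COUP-TFII expression vector driving the NGFI-A reporter; 0% = median of COUP-TF2 test wells and 100% = reporter-only cells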
NOD2-RIPK2 inh = NOD2-RIPK2 protein interaction inhibition; 360,000 compounds, 0.38% hits; inhibition, % at 4.98 µM; AID 624267; CHO BLA complementation NOD2-RIPK2, CCF4 ratio; in the data active = inhibition above about 21%;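 also: 0% = vehicle only and 100% = reference blocker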
* hit, by the source's call; . = no result given. This is a subset, so the mix of outcomes need not match the whole.

No.	mol	TLR9-MyD88 inh	NCOA2 inhibitor	LRH-1 inv ag	ABHD5 PLIN5 PPI	Exocytosis inh	NCOA1 inh
1	Cc1ccc(S(=O)(=O)NCC(=O)OCC(=O)NC2CCCCC2)cc1	-13	18	-20	0	-2	-8
2	CCOC(=O)C1=C(O)/C(=C\c2cc(C)n(-c3ccc(F)cc3)c2C)N=C1C	6	-14	-9	1	0	-11
3	COc1ccc(C(=O)NN=C2CCCC2)c(OC)c1	-8	-50	-27	4	-6	-8
4	COc1ccccc1-c1ccc2c(c1)C(C)(Cc1cc(Cl)ccc1C(F)(F)F)C(=O)N2 (stereo unspecified)	.	29	-16	-19	16	-6
5	CN1CCC(=O)N([C@H](CO)Cc2ccccc2)CC1	3	13	-7	-5	12	-24
6	C=CCn1c(=NC(=O)C2COc3ccccc3O2)sc2cc(S(N)(=O)=O)ccc21 (stereo unspecified)	2	3	-8	1	1	8
7	Cc1ccc(OCc2nc(-c3cccs3)no2)c([N+](=O)[O-])c1	2	-47	-136	-3	-2	-97
8	CC1(C)CC(=O)C2=C(C1)Oc1ncn(Cc3ccco3)c(=N)c1C2c1ccccc1 (stereo unspecified)	-1	-11	-9	-3	12	2
9	Cc1[nH]c2ccccc2c1C(=O)C(=O)NCc1nnnn1-c1ccc(F)c(F)c1	-6	-15	-25	2	-4	6
10	COc1cc(F)ccc1CN1CCC(n2nccc2NC(=O)C2CCOC2)CC1 (stereo unspecified)	-8	8	13	-2	-2	-5
11	CC(C)C(=O)Nc1nnc(Cc2c[nH]c3ccccc23)s1	2	-18	-35	1	-4	-37
12	CC(C)CN(CC(C)C)C(=S)Nc1ccc(Cl)cc1	-4	-13	0	-14	-2	-13
13	O=C(c1ccc(COCC(F)(F)F)o1)N1CCCC1	6	-30	4	7	-2	-5
14	COc1ccc(C(C)(NC(C)=O)c2nc(-c3ccncc3)cs2)cc1 (stereo unspecified)	.	-33	-18	-1	-2	15
15	COC(=O)c1ccc(C(=O)OC)c(NC(=S)N2CCN(c3ccccn3)CC2)c1	-3	-36	-7	-10	1	-49

No.	SRC3 inh	TROY signal inh	TWEAK-Fn14 inh	NR2F2 inh	NOD2-RIPK2 inh
1	10	4	1	12	5
2	-26	3	17	8	-4
3	18	-14	-4	-26	-3
4	19	8	10	8	-2
5	9	-2	-2	-3	-2
6	15	1	-3	-4	-14
7	-68	-14	38	-47	9
8	19	11	23	18	15
9	4	-10	-8	1	11
10	-3	0	5	11	-8
11	-28	-34	5	-1	-8
12	18	-18	5	9	-1
13	5	-12	3	2	8
14	-2	-12	-7	10	4
15	4	3	9	-7	-8

Laid out differently: entries from further up.
8) CC1(C)CC(=O)C2=C(C1)Oc1ncn(Cc3ccco3)c(=N)c1C2c1ccccc1 (stereo unspecified)
  TLR9-MyD88 inh: -1; NCOA2 inhibitor: -11; LRH-1 inv ag: -9; ABHD5 PLIN5 PPI: -3; Exocytosis inh: 12; NCOA1 inh: 2; SRC3 inh: 19; TROY signal inh: 11; TWEAK-Fn14 inh: 23; NR2F2 inh: 18; NOD2-RIPK2 inh: 15
9) Cc1[nH]c2ccccc2c1C(=O)C(=O)NCc1nnnn1-c1ccc(F)c(F)c1
  TLR9-MyD88 inh: -6; NCOA2 inhibitor: -15; LRH-1 inv ag: -25; ABHD5 PLIN5 PPI: 2; Exocytosis inh: -4; NCOA1 inh: 6; SRC3 inh: 4; TROY signal inh: -10; TWEAK-Fn14 inh: -8; NR2F2 inh: 1; NOD2-RIPK2 inh: 11
10) COc1cc(F)ccc1CN1CCC(n2nccc2NC(=O)C2CCOC2)CC1 (stereo unspecified)
  TLR9-MyD88 inh: -8; NCOA2 inhibitor: 8; LRH-1 inv ag: 13; ABHD5 PLIN5 PPI: -2; Exocytosis inh: -2; NCOA1 inh: -5; SRC3 inh: -3; TROY signal inh: 0; TWEAK-Fn14 inh: 5; NR2F2 inh: 11; NOD2-RIPK2 inh: -8
11) CC(C)C(=O)Nc1nnc(Cc2c[nH]c3ccccc23)s1
  TLR9-MyD88 inh: 2; NCOA2 inhibitor: -18; LRH-1 inv ag: -35; ABHD5 PLIN5 PPI: 1; Exocytosis inh: -4; NCOA1 inh: -37; SRC3 inh: -28; TROY signal inh: -34; TWEAK-Fn14 inh: 5; NR2F2 inh: -1; NOD2-RIPK2 inh: -8

New compounds follow.
No.	mol	TLR9-MyD88 inh	NCOA2 inhibitor	LRH-1 inv ag	ABHD5 PLIN5 PPI	Exocytosis inh	NCOA1 inh
16	COCC(=O)Nc1ccc2c(c1)[C@@H]1C[C@H](CC(=O)OC)O[C@H](CO)[C@@H]1O2	10	13	-8	2	-4	-23
17	Cc1ccc(C)c(NC(=S)N2CCN(S(C)(=O)=O)CC2)c1	0	5	5	0	-4	-18
18	O=c1oc2c3c(nn2c2ccccc12)CCCC3	0	1	-6	-4	-3	-1
19	CCN(C(=S)NCCOC)c1cccc2ccccc12	3	4	-24	3	0	13
20	O=C(CSC(=S)N1CCOCC1)c1cc(Br)cc(Br)c1O	-5	4	-2	-2	13	1
21	O=C(NCc1nnc(SCC(=O)N2CCCCCC2)o1)c1ccccc1F	-1	-12	6	-2	-10	17
22	Cc1ccc(C2CC(c3cccs3)=NN2C(=O)CSc2nc3ccccc3o2)cc1 (stereo unspecified)	-8	-7	-1	-1	0	-6
23	Cc1cc(C(=O)Nc2ccc3c(c2)OCCO3)ccc1[N+](=O)[O-]	2	-26	-124	5	0	-62
24	O=C(NNS(=O)(=O)c1ccc([N+](=O)[O-])cc1)c1ccc([N+](=O)[O-])cc1	13	-19	-10	-9	-4	0
25	Cc1csc(NC(=O)Cn2cnnn2)n1	-10	-15	-11	-3	0	7
26	CCOc1ccccc1NC(=O)N1CCCC(c2nc(-c3ccc(C)o3)no2)C1 (stereo unspecified)	6	-18	-36	0	-2	-22
27	COc1ccc(N2CCN(C(=O)CN3C(=O)C4CC=CCC4C3=O)CC2)cc1 (stereo unspecified)	-11	16	5	-5	3	-10
28	COc1cc(OC)cc(C(=O)N[C@H](C(=O)Nc2nc3c(s2)CCCC3)C(C)C)c1	-14	-19	4	-6	-10	-3
29	CC(Sc1nc2sc3c(c2c(=O)n1-c1ccccc1)CCCC3)C(=O)O (stereo unspecified)	10	14	8	-1	1	-8
30	Cc1cccc(C)c1NS(=O)(=O)c1ccc(-c2cnc(C3CC3)o2)cc1	-2	38	39	-8	2	-30

No.	SRC3 inh	TROY signal inh	TWEAK-Fn14 inh	NR2F2 inh	NOD2-RIPK2 inh
16	5	-6	-4	-22	3
17	3	-4	1	-3	-14
18	5	8	-2	-8	-14
19	14	-9	11	-21	3
20	-10	-1	39	-10	-5
21	-3	-12	2	-6	-3
22	11	-20	0	-1	-7
23	-52	26	62*	-42	1
24	6	-31	6	18	-3
25	-2	10	-30	-1	2
26	-11	11	-5	-24	0
27	7	14	-2	6	-15
28	3	-4	-3	10	-13
29	8	-9	-6	10	8
30	36	46	40	-40	23*

No.	mol	TLR9-MyD88 inh	NCOA2 inhibitor	LRH-1 inv ag	ABHD5 PLIN5 PPI	Exocytosis inh	NCOA1 inh
31	Fc1ccccc1CN(CCN1CCOCC1)C(=S)Nc1ccccc1Cl	-5	13	15	0	1	-11
32	N#C/C(=C\c1ccc(OCCN2CCOCC2)cc1)C(=O)Nc1ccccc1	-1	-34	9	-6	-1	10
33	Cc1cccc(N2CCN(C(=O)c3ccc(S(=O)(=O)N(C)c4ccccc4)cc3)CC2)c1C	-4	4	17	3	8	-1
34	Cc1ccc(N(CC(=O)NC2CCCC2)C(=O)c2ccc(C)s2)cc1	-10	-4	23	1	10	1
35	CC(=O)Nc1sc2c(c1CN1CCN(c3ccc(F)cc3)CC1)CCCC2	-7	20	-5	5	1	9
36	O=C(c1cccnc1NCc1ccccc1)N1CCOCC1	2	-13	1	-1	-3	-27
37	COc1ccc(OC)c(NC(=O)NCCCCc2ccccc2)c1	-5	3	12	12	2	-9
38	Nc1nc2ccc(C(=O)N3CCCCC3)cc2s1	-1	-37	7	-1	-6	-1
39	CCc1ccc(OCCCOc2ccc(C=O)cc2)cc1	6	-14	18	-7	-1	-19
40	COc1ccc(NC(=O)C2CC(=O)OC2c2ccccc2)cc1 (stereo unspecified)	1	2	-17	5	-2	9
41	O=c1[nH]c2ccccc2n1C1=CCNCC1	7	-1	3	1	5	6
42	CC(=O)N1CCN(CC(=O)Nc2ccc(Cl)c(S(=O)(=O)N(C)C)c2)CC1	10	-11	-6	0	-1	2
43	Cc1nc(NC(=S)NC(=O)c2ccco2)sc1C(=O)N(C)C	-7	-19	-28	-4	-1	-13
44	COC(=O)c1ccc(C23CC4(C2)[C@H](CN(Cc2cccnc2)[C@@H]4c2ccccc2)C3c2ccc(Cl)nc2)cc1 (stereo partly specified)	-2	6	-3	7	-5	-1
45	O=C1CC(c2ccccc2)CC(=O)C1CS(=O)(=O)c1ccccc1 (stereo unspecified)	0	-5	2	34*	2	1

No.	SRC3 inh	TROY signal inh	TWEAK-Fn14 inh	NR2F2 inh	NOD2-RIPK2 inh
31	10	4	14	20	2
32	-24	-6	2	-38	-9
33	1	30	61*	13	5
34	22	-13	-5	15	3
35	-8	25	7	-11	-5
36	-10	14	6	7	-9
37	-2	8	-6	7	-10
38	5	8	36	-2	-7
39	-4	-20	-15	3	-8
40	-5	-7	25	-1	4
41	14	-3	-13	16	-5
42	3	-5	-12	-9	-8
43	-8	-13	18	-6	-2
44	-3	7	-2	-7	-1
45	6	-6	7	19	-7

No.	mol	TLR9-MyD88 inh	NCOA2 inhibitor	LRH-1 inv ag	ABHD5 PLIN5 PPI	Exocytosis inh	NCOA1 inh
46	CCc1nnc(NC(=O)C(NS(=O)(=O)c2ccccc2)C(C)C)s1 (stereo unspecified)	-8	-17	-14	-6	-3	9
47	O=[N+]([O-])c1cccc2cnccc12	5	38	2	-1	8	-1
48	Cc1ccc(Cn2c(C3CCCN3c3nc(-c4cc(Cl)c(N)c(Cl)c4)cs3)nc3cc(C(=O)NCCCO)ccc32)cc1 (stereo unspecified)	-11	5	-1	-4	-2	-12
49	Cc1cccc(NC(=O)c2cc(NC(=O)C3CCCCC3C(=O)O)ccc2N2CCOCC2)c1 (stereo unspecified)	-2	23	5	0	6	-7
50	O=C(CSc1ncccn1)Nc1ccc2c(c1)CCC2	-5	-37	-9	1	0	-12
51	CCCN(S(=O)(=O)c1ccccc1F)S(=O)(=O)c1ccccc1Br	-4	-1	-8	4	57*	0
52	Cc1c(CNC(=O)c2c([N+](=O)[O-])cnn2C)cnn1C	-2	-16	8	-4	3	0
53	Cc1cccc(C)c1NC(=S)NCCc1ccc(O)c(O)c1	-3	0	6	2	1	-45
54	COC(=O)c1ccc(NC(=O)C(=O)NCC2CCCO2)cc1 (stereo unspecified)	3	-38	-45	-4	-2	-17
55	C[C@H]1CN([C@@H](C)CO)C(=O)c2cc(NC(=O)CCN3CCOCC3)ccc2O[C@H]1CN(C)C(=O)Nc1ccc(F)cc1	12	-2	-25	6	-4	10

No.	SRC3 inh	TROY signal inh	TWEAK-Fn14 inh	NR2F2 inh	NOD2-RIPK2 inh
46	3	-10	2	-12	-7
47	1	4	16	2	-8
48	-5	2	-8	-1	4
49	-9	-5	1	0	7
50	-1	-36	-27	-7	3
51	7	3	24	2	-4
52	2	0	6	-7	-19
53	5	12	27	16	-3
54	-13	-36	-3	-19	4
55	-3	-4	-34	-5	-12
